# Bioassay records: PubChem, Broad Institute
# FN deposit inh: fibronectin deposition inhibition | actives 0.086% (n = 350,000) | AH1F fibroblasts, Alexa488-fibronectin deposition fluorescence, overnight | inhibition, % at 12.6 µM | AID 743247;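 active = mean inhibition across replicates of 30% or more, regardless of how many single replicates reach that level; inconclusive = mean under 30% yet at least half of replicates reach 30%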;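 note: positive control wells lacked labelled fibronectin entirely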
#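 Measured by – fluorescence 485/525 nm · System – AH1F fibroblast monolayer, labelled fibronectin deposition · Amount – 10000 cells per well · Buffer or medium – serum-reduced DMEM (2% serum) · Doses – single dose, pinned · Also added – fluorescent fibronectin at 24 nM final · Schedule – 1 h cell attachment, overnight exposure to compound and label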
# esBAF inh: SWI/SNF esBAF complex inhibition. reporter increase, % at 12.5 µM. actives 2% (n = 350,000). mouse ES cells, Bmi1-luciferase knock-in reporter, 24 h; 100% = twice the neutral-well signal; in the data active = activation above about 40%; inconclusive = no clear call, values can overlap the other calls;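 note: 0% = median of the plate's neutral control wells and 100% = double that signal; a rise in the Bmi1 reporter signal indicates esBAF inhibition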
# RAD54 branch: inhibitors of human RAD54 branch migration. Q92698. RAD54 Holliday junction branch migration, FAM/BHQ fluorescence. inhibition, % at 10.4 µM. actives 0.14% (n = 360,000). AID 602329;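 active = mean normalized replicate activity at least 40 and at least half of replicates scoring 40 or more; inconclusive = only one of the two criteria met; inactive = mean below 40 and under half of replicates reaching 40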;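 note: 0% = median of neutral control wells and 100% = median of positive control wells; inhibitors cause a drop in the FAM fluorescence signal; in these data hits start at about 50%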
# Target sequence (Q92698 whole entry, looked up): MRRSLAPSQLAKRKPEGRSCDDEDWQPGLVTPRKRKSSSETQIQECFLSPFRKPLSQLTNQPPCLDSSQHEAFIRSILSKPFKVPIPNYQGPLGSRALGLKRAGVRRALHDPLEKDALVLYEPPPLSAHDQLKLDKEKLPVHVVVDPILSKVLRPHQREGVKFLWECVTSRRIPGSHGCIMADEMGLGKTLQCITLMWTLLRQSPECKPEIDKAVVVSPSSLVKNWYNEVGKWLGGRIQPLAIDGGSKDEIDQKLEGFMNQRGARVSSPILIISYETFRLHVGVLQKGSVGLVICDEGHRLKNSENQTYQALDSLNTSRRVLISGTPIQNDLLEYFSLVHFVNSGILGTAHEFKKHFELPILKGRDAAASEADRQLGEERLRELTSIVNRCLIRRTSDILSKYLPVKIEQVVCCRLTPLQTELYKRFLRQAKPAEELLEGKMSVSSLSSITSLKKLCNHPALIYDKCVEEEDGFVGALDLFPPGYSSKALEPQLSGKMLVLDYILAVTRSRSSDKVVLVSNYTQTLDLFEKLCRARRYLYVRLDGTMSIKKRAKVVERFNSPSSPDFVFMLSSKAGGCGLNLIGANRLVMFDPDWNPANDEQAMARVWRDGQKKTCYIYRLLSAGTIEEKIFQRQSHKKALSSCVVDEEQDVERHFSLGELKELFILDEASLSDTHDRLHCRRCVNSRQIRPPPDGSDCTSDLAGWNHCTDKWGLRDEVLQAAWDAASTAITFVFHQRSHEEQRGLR
# The depositor's hits bear a star; ? = inconclusive. The list is partial. The share of hits here may be higher or lower than overall.
SMILES,FN deposit inh,esBAF inh,RAD54 branch
c1ccc(CNc2ncnc3c2cnn3-c2ccccc2)cc1,-3,?,0
CC1(C(=O)NC2CCCC2)CCC(=O)N1Cc1ccc2c(c1)OCO2 (centres undefined),5,1,-12
Cc1ccn(C(CC(=O)c2ccc(Br)cc2)C(=O)O)n1 (centres undefined),7,-4,8
COc1ccc(Cl)cc1C(=O)Nc1ccccc1N1CCN(C(=O)C(C)C)CC1,-3,7,0
CC(C)(C)c1ccc(C(=O)Nc2ccc(NC(=O)c3ccco3)cc2)cc1,0,-3,4
COC(=O)c1ccc(C2NC(=S)N(c3ccccc3)C(C)=C2C(=O)Nc2ccccc2OC)cc1 (centres undefined),-8,9,6
Cc1ccc(CNC(=O)C2CCN(S(=O)(=O)c3c(C)noc3C)CC2)cc1,12,-1,-4
O=C(N/N=C/c1cc([N+](=O)[O-])ccc1N1CCNCC1)c1ccc([N+](=O)[O-])cc1,-10,21,0
Cc1c(Cl)cccc1NC(=O)CC1SCCNC1=O (centres undefined),2,4,-12
Cc1ccc(NC(=O)N2CCCC2C(=O)NCCc2ccccc2)cc1 (centres undefined),2,-5,12
CCCC(=O)Nc1cccc(NC(=O)c2ccc(C)c([N+](=O)[O-])c2)c1,8,-2,3
CNC(=O)c1ccc(-n2nc(C)cc2-c2ccccc2)cc1,2,6,-4
COc1ccccc1-c1cc(C(=O)Nc2cccnc2)no1,2,33,-7
CN(C)C(=O)N1CCN(C(=O)c2ccccc2Sc2ccccc2C#N)CC1,-5,-1,-4
N/C(COc1ccc(Cl)cc1)=N\NS(=O)(=O)c1ccccc1,0,-8,2
CCN(CC)CCNC1=NCCn2c1cc1cc(OC)ccc12,7,-2,30
Nc1nc(NCc2ccccc2)nc(Nc2ccc(F)cc2)c1[N+](=O)[O-],-4,3,4
COCCN(C(=O)Cc1cccs1)c1nnc(-c2cccnc2)s1,5,4,-4
CC(=O)c1cc2c(cc1NC(=O)c1cc3nc(C(C)C)cc(C(F)(F)F)n3n1)OCO2,-11,-5,-4
O=C(/C=C/c1ccc(OC2CSC2)cc1)c1ccccc1,-7,?,-1
C/C(=N\Nc1nc2c(s1)CCCC2)c1ccccc1,2,47*,3
CCSc1nnc(NC(=O)c2ccc(C)cc2)s1,-9,5,-5
O=C(Nc1ccccc1N1CCCCC1)c1ccccc1F,4,-18,-12
COc1ccc(OC)c(-n2nnnc2SCC(=O)NCCc2ccccc2)c1,-4,-12,-4
Cc1cc(C)n(CC(=O)N2c3ccccc3Sc3ccccc32)n1,-2,-5,-3
SMILES,FN deposit inh,esBAF inh,RAD54 branch
Cc1ccc(OCc2ccoc2C(=O)O)cc1C,15,4,-15
Cc1ccc(CSCCNS(C)(=O)=O)cc1,-9,-7,18
O=C(Nc1nc(C2C3CC4CC(C3)CC2C4)cs1)c1cc2cc([N+](=O)[O-])ccc2oc1=O (centres undefined),4,-8,-9
COc1cc2c(cc1NC(=O)Nc1ccc(C)cc1)oc1ccccc12,7,22,13
O=C(O)c1ccc(-n2nnnc2Oc2ccccc2C(=O)N2CCOCC2)cc1,-12,9,-8
O=S(=O)(c1cc(Cl)ccc1Cl)N1CCCCC1,-3,-2,15
CCOc1ccccc1N(CC(=O)O)S(=O)(=O)c1ccccc1,0,7,-3
CCOc1nc(NCCN2CCOCC2)nc(NC(C)C)n1,-2,-1,0
CN(Cc1ccccc1)C(=O)Cn1nc(C(F)(F)F)c2c1CCC2,15,0,17
CN(CC(=O)N1CCCC1)S(=O)(=O)c1ccc(Cl)cc1,-6,2,5
CC(C)(C)C(=O)C(Cc1ccccc1)n1cncn1 (centres undefined),0,-7,2
Cc1ccccc1-n1c(C)cc(/C=N/NC(=O)c2ccncc2)c1C,2,17,4
CCOc1cc(C#N)c(NC(=O)CSc2nnnn2-c2ccc(OC)cc2)cc1OCC,-2,-9,-10
COc1ccc(CCNC(=O)CN2CCN(c3cccc(C(F)(F)F)c3)CC2)cc1,-5,5,-1
CCN(CC)C(=O)CSc1ncnc2c(-c3cccs3)nsc12,3,26,-11
CCOC(=O)Cc1c(C)nc2c(-c3ccccc3)c(C)nn2c1C,1,6,-5
CCCCCC(=O)N(CN1C(=O)CCC1=O)c1ccccc1,2,-5,-10
CSc1c(-c2ccccc2)nc2ccccc2c1C(=O)O,-17,-9,-5
CCOC(=O)CSc1nc2c(sc3ccccc32)c(=O)n1CCCN1CCOCC1,-2,-6,-7
Cc1nc(N2CCN(C(=O)COc3ccccc3)CC2)c2c(C)c(C)sc2n1,0,-6,3
Cn1c(CCN2CCCCC2)nc2cc(NS(=O)(=O)c3ccc(F)cc3)ccc21,7,6,-2
CC(=O)NCCn1c(SCC(=O)NCC2CCCO2)nc2ccccc2c1=O (centres undefined),-2,-5,-1
COc1ccc(S(=O)(=O)N2CCC(C(=O)NCC3CCCO3)CC2)cc1 (centres undefined),-7,1,10
COC(=O)CCCCCC(CCC(=O)OC)NC(C)=O (centres undefined),10,-4,-17
Nc1nonc1-c1noc(CCCOc2ccc(Cl)cc2Cl)n1,1,-7,-24
SMILES,FN deposit inh,esBAF inh,RAD54 branch
COc1ccccc1N1CCN(S(=O)(=O)c2cccs2)CC1,-7,0,-13
CN1c2cccc3cccc(c23)N(C)C1(C)C,-11,-5,8
O=c1c2ccccc2nc(N/N=C/c2ccccc2)n1O,8,1,-5
OCCN1CCN(Cc2cccc(Oc3ccc(Cl)cc3)c2)CC1,11,0,-3
CCN(CC(=O)NCCc1ccc(S(N)(=O)=O)cc1)Cc1nc2ccccc2c(=O)[nH]1,-5,3,8
CCN(CC)S(=O)(=O)c1ccc(NC(=O)CN(c2ccc(OC)cc2OC)S(C)(=O)=O)cc1,12,10,11
Cc1ccccc1NS(=O)(=O)c1cccc(-c2nnc(-c3ccccc3)o2)c1,-15,0,6
O=C(CN1C(=O)c2ccccc2S1(=O)=O)Nc1ccc(S(=O)(=O)N2CCCCCC2)cc1,1,7,-3
CC1CCN(CCC(=O)Nc2ccc(Br)cc2)CC1,-3,-1,0
O=C(O)c1ccc(N2C(=O)CC(Cc3ccccc3)C2=O)cc1 (centres undefined),4,-2,-23
Cc1ccc(NC(=O)CSc2ncc(-c3ccccc3)n2C(=O)c2ccccc2)cc1,-6,-1,1
CCOc1ccc(/C=N/NC(=O)c2ccc(Cn3cc([N+](=O)[O-])cn3)o2)cc1,-22,30,-7
O=c1cc(CSc2nnc(-c3cccs3)n2Cc2ccccc2)nc2sc3ccccc3n12,-4,-38,-15
Cc1nnc(SCC(=O)c2ccc(S(=O)(=O)N3CCOCC3)cc2)n1-c1ccccc1,5,-5,-3
Cc1ccc(CN(c2ccc(C(=O)NCc3ccccn3)cc2)S(C)(=O)=O)cc1,0,-1,-4
CCOC(=O)c1ccc(NC(=O)c2ccc(NC(=O)c3ccccc3)cc2)cc1,11,1,-6
COc1ccc(NC(=O)Nc2nccs2)cc1,0,32,1
O=S(=O)(NCc1cc(-c2ccccc2Cl)no1)c1ccccc1,0,2,-8
Cc1cc(C)nc(N(C#N)S(=O)(=O)c2ccccc2Cl)n1,1,-8,-21
O=c1[nH]n(-c2cccc(Cl)c2)c2ncccc12,-2,2,-2
OCCNCc1cc(Br)ccc1OCc1ccc(Cl)cc1,-4,3,18
CN(C)c1ccc(S(=O)(=O)c2ccc(Cl)cc2)cc1,-5,-3,3
CCOC(=O)c1sc2nc(C)n(CC(=O)NCC3CCCO3)c(=O)c2c1C (centres undefined),-16,4,-5
COc1ccc(C2C(C(=O)N3CCCC3)c3cc(OC)c(OC)cc3C(=O)N2C)cc1OC (centres undefined),-11,-1,-1
O=C(NC1CCCC1)c1cc(-c2cccs2)on1,1,4,12

# A second format for 25 compounds above.
SMILES | FN deposit inh | esBAF inh | RAD54 branch
Cn1c(CCN2CCCCC2)nc2cc(NS(=O)(=O)c3ccc(F)cc3)ccc21 | 7 | 6 | -2
CC(=O)NCCn1c(SCC(=O)NCC2CCCO2)nc2ccccc2c1=O (centres undefined) | -2 | -5 | -1
COc1ccc(S(=O)(=O)N2CCC(C(=O)NCC3CCCO3)CC2)cc1 (centres undefined) | -7 | 1 | 10
COC(=O)CCCCCC(CCC(=O)OC)NC(C)=O (centres undefined) | 10 | -4 | -17
Nc1nonc1-c1noc(CCCOc2ccc(Cl)cc2Cl)n1 | 1 | -7 | -24
COc1ccccc1N1CCN(S(=O)(=O)c2cccs2)CC1 | -7 | 0 | -13
CN1c2cccc3cccc(c23)N(C)C1(C)C | -11 | -5 | 8
O=c1c2ccccc2nc(N/N=C/c2ccccc2)n1O | 8 | 1 | -5
OCCN1CCN(Cc2cccc(Oc3ccc(Cl)cc3)c2)CC1 | 11 | 0 | -3
CCN(CC(=O)NCCc1ccc(S(N)(=O)=O)cc1)Cc1nc2ccccc2c(=O)[nH]1 | -5 | 3 | 8
CCN(CC)S(=O)(=O)c1ccc(NC(=O)CN(c2ccc(OC)cc2OC)S(C)(=O)=O)cc1 | 12 | 10 | 11
Cc1ccccc1NS(=O)(=O)c1cccc(-c2nnc(-c3ccccc3)o2)c1 | -15 | 0 | 6
O=C(CN1C(=O)c2ccccc2S1(=O)=O)Nc1ccc(S(=O)(=O)N2CCCCCC2)cc1 | 1 | 7 | -3
CC1CCN(CCC(=O)Nc2ccc(Br)cc2)CC1 | -3 | -1 | 0
O=C(O)c1ccc(N2C(=O)CC(Cc3ccccc3)C2=O)cc1 (centres undefined) | 4 | -2 | -23
Cc1ccc(NC(=O)CSc2ncc(-c3ccccc3)n2C(=O)c2ccccc2)cc1 | -6 | -1 | 1
CCOc1ccc(/C=N/NC(=O)c2ccc(Cn3cc([N+](=O)[O-])cn3)o2)cc1 | -22 | 30 | -7
O=c1cc(CSc2nnc(-c3cccs3)n2Cc2ccccc2)nc2sc3ccccc3n12 | -4 | -38 | -15
Cc1nnc(SCC(=O)c2ccc(S(=O)(=O)N3CCOCC3)cc2)n1-c1ccccc1 | 5 | -5 | -3
Cc1ccc(CN(c2ccc(C(=O)NCc3ccccn3)cc2)S(C)(=O)=O)cc1 | 0 | -1 | -4
CCOC(=O)c1ccc(NC(=O)c2ccc(NC(=O)c3ccccc3)cc2)cc1 | 11 | 1 | -6
COc1ccc(NC(=O)Nc2nccs2)cc1 | 0 | 32 | 1
O=S(=O)(NCc1cc(-c2ccccc2Cl)no1)c1ccccc1 | 0 | 2 | -8
Cc1cc(C)nc(N(C#N)S(=O)(=O)c2ccccc2Cl)n1 | 1 | -8 | -21
O=c1[nH]n(-c2cccc(Cl)c2)c2ncccc12 | -2 | 2 | -2

# The results go on.
SMILES,FN deposit inh,esBAF inh,RAD54 branch
NC(=O)CSc1nc2c(sc3ccccc32)c(=O)n1CCCN1CCOCC1,-1,4,14
CC(=O)c1ccccc1Oc1nc(CN2CCOCC2)nc2scc(-c3cccs3)c12,0,-4,-23
CCCC[n+]1ccn(C2=C([O-])c3ccccc3C(=O)/C2=N\S(=O)(=O)c2ccccc2)c1,9,-3,5
COCCNC(=O)CN1CCC(NC(=O)Nc2ccccc2)CC1,-2,-1,2
O=C(CSc1ncn(-c2ccccc2)n1)N1CCN(c2ccccc2)CC1,5,-2,-4
COCCNCCCCOc1c(Cl)cc(C)cc1Br,3,-19,0
C/C(Cl)=C/Cn1c(NCCN(C)C)nc2c1c(=O)n(C)c(=O)n2C,8,-2,1
C=CCn1c(P(=O)(O)c2ccccc2)nc2ccccc21,3,-7,4
Cc1cc(S(=O)(=O)Nc2ccc(C(=O)N3CCN(C(=O)c4ccco4)CC3)cc2)ccc1F,26,3,1
COCCCNC(=O)CSc1nc2ccc(N3CCOCC3)cc2c(=O)n1CCc1ccccc1,-1,22,-8
Cc1cc(=O)n2ccccc2c1C#N,4,-12,5
O=C(Nc1ccccc1)c1ccccc1O,-16,51*,-7
CCNc1nc(NCC)nc(N(C)n2cnnc2)n1,-19,-7,7
CC(C)(CO)NCc1cc(Br)ccc1OCc1ccccc1,2,-3,-9
